# KCNK3 inh: human KCNK3 channel inhibition, primary screen; CHO-KCNK3 thallium flux, FluxOR fluorescence; active compounds read low; B-score at 10 µM; hit rate 0.84% among 340,000;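 active = B-score under library mean minus 4 SD, starting fluorescence ratio at most library mean plus 5 SD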;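 note: more negative B-score means stronger inhibition of thallium flux through KCNK3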
# Target sequence (O14649 whole entry, looked up): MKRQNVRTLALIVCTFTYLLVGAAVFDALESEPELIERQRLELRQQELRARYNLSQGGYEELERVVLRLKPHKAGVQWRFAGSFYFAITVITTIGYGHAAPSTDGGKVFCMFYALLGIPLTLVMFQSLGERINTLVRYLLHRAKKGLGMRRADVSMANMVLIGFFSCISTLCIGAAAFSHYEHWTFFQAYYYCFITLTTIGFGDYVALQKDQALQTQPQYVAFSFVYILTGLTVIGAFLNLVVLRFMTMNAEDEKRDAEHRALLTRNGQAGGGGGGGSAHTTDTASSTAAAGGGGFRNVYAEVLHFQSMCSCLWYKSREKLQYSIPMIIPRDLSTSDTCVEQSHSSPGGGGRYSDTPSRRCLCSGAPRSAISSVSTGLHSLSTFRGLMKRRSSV
# GSK3 alpha inh: inhibitors of human GSK-3 alpha kinase; inhibition, % at 10 µM; P49840; AID 2650; hit rate 0.1% among 320,000; ADP-Glo luminescence, 60 min;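 in the data active = inhibition above about 50%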;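 note: GST-tagged GSK-3 alpha with peptide substrate and 25 µM ATP; 0% = DMSO neutral wells and 100% = GW8510 positive control wells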
# Dyrk1A ADPGlo: inhibitors of rat Dyrk1A kinase; ADP-Glo luminescence, NFATc1 peptide; inhibition, % at 12.5 µM; hit rate 0.43% among 310,000; Q63470; in the data active = inhibition above about 50%;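 note: plate controls were vehicle with enzyme for no effect and no enzyme for full effect; many of its hits are not listed in these tables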
# HDAC3 inhib: human HDAC3 inhibition; hit rate 0.15% among 320,000; O15379; inhibition, % at 8.3 µM; recombinant HDAC3, fluorogenic peptide/trypsin coupled, fluorescence; in the data active = inhibition above about 26%, passing the limit was not always enough; inconclusive = no clear call, values can overlap the other calls
# Target sequence (O15379 whole entry, looked up): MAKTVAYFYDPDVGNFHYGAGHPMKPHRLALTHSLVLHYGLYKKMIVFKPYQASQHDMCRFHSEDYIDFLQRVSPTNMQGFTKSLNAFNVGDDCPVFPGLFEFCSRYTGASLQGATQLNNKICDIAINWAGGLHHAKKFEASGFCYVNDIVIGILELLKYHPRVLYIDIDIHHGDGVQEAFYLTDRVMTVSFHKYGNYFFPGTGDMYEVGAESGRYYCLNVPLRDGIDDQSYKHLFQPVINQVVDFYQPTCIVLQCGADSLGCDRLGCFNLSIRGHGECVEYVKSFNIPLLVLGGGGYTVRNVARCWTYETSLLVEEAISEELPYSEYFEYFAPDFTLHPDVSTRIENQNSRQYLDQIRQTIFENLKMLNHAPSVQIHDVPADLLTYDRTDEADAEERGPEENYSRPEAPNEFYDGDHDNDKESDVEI
# An asterisk follows results filed as active; i = inactive; ? = inconclusive; nt = no result given; & = joins results of further samples. Only part of the results is shown; count on the stated rates, not on these rows.
smiles	GSK3 alpha inh	HDAC3 inhib	Dyrk1A ADPGlo	KCNK3 inh
C[C@]12CCC(=O)C=C1CCC1C2CC[C@@]2(C)C1CC[C@@]2(O)CC#N (stereo not given in full)	nt	nt	6	i
COc1ccccc1N1CCN(CCc2c[nH]c3cc4c(cc23)OCO4)CC1	nt	nt	5	i
CC12CCC(=O)C=C1CC(O)C1C2CCC2(C)C1CCC2(C)O (stereo not given)	nt	nt	-1	i
CCC1CN1P(=O)(c1ccccc1)N1CC1CC (stereo not given)	nt	nt	-2	i
CCOC(=O)[C@]12Cc3ccccc3[C@H]1N(Cc1ccccc1)C(=O)c1ccccc12	nt	nt	-6	i
O=C1NC(=O)C(Nc2ccccc2)C(=O)N1	nt	nt	-5	i
CC1CN1P(=O)(Oc1ccc2ccccc2c1)N1CC1C (stereo not given)	nt	nt	2	i
O=c1ccc2cc3ccoc3c(O)c2o1	nt	nt	5	i
Cc1cc(C)c(C)c(C(O)(C(=O)O)c2ccccc2)c1C (stereo not given)	nt	nt	-3	i
CC(C)CC(N(C)C)C1(c2ccc(Cl)cc2)CCC1 (stereo not given)	nt	nt	3&1	i
C=C1C(=O)OC2C1CCC(C)C1(O)C=CC(=O)C21C (stereo not given)	nt	nt	5	i
C=CCCC1(CC)C(=O)NC(=S)NC1=O	nt	nt	1	i
COC(=O)[C@@H](c1ccccc1)C1CCCCN1 (stereo not given in full)	nt	nt	2	i
COc1cc2c(ccc3c4cc(OC)c(OC)cc4c[n+](C)c23)cc1O	nt	nt	0	i
O=C1NC(=O)C(=Cc2ccccc2[N+](=O)[O-])C(=O)N1	nt	nt	-1	i
NP(=O)(Oc1ccccc1)c1ccccc1 (stereo not given)	nt	nt	1	i
CC(=O)N[C@@H]1CC[C@@]2(O)[C@H]3Cc4ccc(O)c5c4[C@@]2(CCN3CC2CC2)[C@@H]1O5	nt	nt	1	i
COc1ccc(C(O)(c2ccccc2)c2ccncc2)cc1 (stereo not given)	nt	nt	7	i
C=C(C)[C@@H]1[C@H]2OC(=O)[C@H]1[C@]1(O)C[C@H]3O[C@]34C(=O)O[C@H]2[C@]14C	nt	nt	-12	i
CN1CCN(c2ncnc(Cl)c2N)CC1	nt	nt	10	i
CC12CCC3c4ccc(OC(=O)N(CCCl)CCCl)cc4CCC3C1CCC2O (stereo not given)	nt	nt	4	i
CC1CCN(C(CC(=O)c2ccccc2)C(=O)c2ccccc2)CC1 (stereo not given)	nt	nt	2	-9.1*
O=C1NC(=S)N(c2ccc(F)cc2)C(=O)/C1=C\c1ccoc1	nt	nt	12	i
C#C[C@]1(O)CCC2C3C(=O)C=C4C(Cl)=CCC[C@]4(C)C3CC[C@@]21C (stereo not given in full)	nt	nt	0	i
CC1OC(OC2C=C3CCC4C(CCC5(C)C(c6ccc(=O)oc6)CCC45O)C3(C)CC2)C(O)C(OC2OC(CO)C(O)C(O)C2O)C1O (stereo not given)	nt	nt	3	i
CC12CCC3c4ccc(OP(=O)(N5CC5)N5CC5)cc4CCC3C1CCC2=O (stereo not given)	nt	nt	1	i
O=C1NC(=S)NC(=O)C1=Cc1cccc2cc3ccccc3cc12	nt	nt	1	i
O=S(=O)(O)C(=Cc1ccccc1)c1ccccc1 (tested in a mixture with another compound)	nt	nt	-2	i
CC(=O)OC1C(=O)OCC23CCC4(C)OC4C2OC2CC(OC(=O)C=CC=CC(=O)OCCC1C)C3(C)C21CO1 (stereo not given)	nt	nt	1	i
COc1cc(C(=O)NN=Cc2ccc(N(CCCl)CCCl)cc2)cc(OC)c1OC	nt	nt	7	i
CC1=NNC(=O)C1Br (stereo not given)	nt	nt	-3	i
Oc1cc(Cl)c(Cl)c(Cl)c1Cl	nt	nt	0	i
CCOC(=O)[C@]12Cc3cc(C)ccc3[C@H]1N(Cc1ccccc1)C(=O)c1ccccc12	nt	nt	1	i
CCOCC1(CCc2ccccc2)C(=O)NC(=S)NC1=O	nt	nt	0	i
Nc1ccc(Cl)c(Cl)c1	nt	nt	-3	i
CC(=O)OC1CC2(O)C3CCC4CC(O)CCC4(C)C3CCC2(C)C1C1=CC(=O)OC1 (stereo not given)	nt	nt	-1	i
C=CCN1CC[C@]23c4c5ccc(O)c4OC2C(O)CC[C@@]3(O)[C@H]1C5 (stereo not given in full)	nt	nt	-13	i
CN(CC=CCN(C)P(=S)(N1CC1)N1CC1)P(=S)(N1CC1)N1CC1	nt	nt	3	i
COc1ccc2c(c1)C1(C(=O)O)CC=CCC1(C(=O)O)C2 (stereo not given)	nt	nt	1	i
CC1CNCCN1c1ccc(Cl)cc1 (stereo not given)	nt	nt	4	i
CC1=C(C)CC2(CC1)C(=O)NC(=O)NC2=O	nt	nt	0	i
N#CC(=C(O)c1ccc(S(=O)(=O)N(CCCl)CCCl)cc1)c1nc2ccccc2[nH]1	nt	nt	3	i
CCOC(=O)CC(SP1(=S)OCC2(CCCCO2)C(C2CCCCO2)O1)C(=O)OCC (stereo not given)	nt	nt	-9	i
COc1cc2c(cc1OC)C13CCN4CC5=CCOC6CC(=O)N2C1C6C5C3C4 (stereo not given) (tested in a mixture with another compound)	nt	nt	-2	i
S=C(N1CCCCCC1)N1CC1	nt	nt	6	i
CC(=O)Nc1ccc(C=C2C(=O)NC(=O)NC2=O)cc1	nt	nt	10	i
O=C1NC(=O)C(=Cc2ccccc2Oc2ccc(F)cc2)C(=O)N1	nt	nt	3	i
CNC(=O)Oc1cc2c(cc1C(C)(C)C)CCC2	nt	nt	3	i
Cc1ccccc1C(=O)N1CC1C (stereo not given)	nt	nt	3	i
Cn1cc(C(=O)OCC(=O)NC2(C#N)CCCCC2)c2ccccc21	nt	nt	1	i
COc1cccc2c1cc([N+](=O)[O-])c1c(C(=O)O)cc3c(c12)OCO3	nt	nt	36	i
COC1=CC=C2[C@H]3Cc4ccc(OC)c5c4[C@@]2(CCN3C)C1O5 (stereo not given in full)	nt	nt	-7	i
Cc1ccc2c(C)c3ccc4ccccc4c3c[n+]2c1	nt	nt	6	i
O=C(O)C1CC2(Cl)C(Cl)=C(Cl)C1(Cl)C2(Cl)Cl (stereo not given)	nt	nt	1	i
C[C@]12CCC3C(CC[C@H]4C[C@@H](O)CC[C@]34C)C1C[C@@H](O)[C@@H]2O (stereo not given in full)	nt	nt	4	i
CC(=O)OC1(C)CC(C)C(=O)C(C(O)CC2CC(=O)NC(=O)C2)C1 (stereo not given)	nt	nt	-2	i
O=C(O)CCCOc1ccc(Cl)cc1Cl	nt	nt	10	i
CN1CC[C@]23c4c5ccc(O)c4OC2C(O)C=CC3[C@H]1C5 (stereo not given in full)	nt	nt	1	i
CCC1(Cc2ccccc2)C(=O)NC(=S)N(C)C1=O (stereo not given)	nt	nt	1	i
N#C/C(=C\c1ccc(O)cc1)C(=O)O	nt	nt	76*	i

# (cont.)
smiles	GSK3 alpha inh	HDAC3 inhib	Dyrk1A ADPGlo	KCNK3 inh
Cc1ccc2c(c1)N(CCC(=O)N1CCC3(CC1)OCCO3)C(=O)C(C)O2 (stereo not given)	nt	nt	4	i
C[C@]12CCC3C(CC[C@H]4[C@H](O)[C@H](O)CC[C@]34C)C1CCC2=O (stereo not given in full)	nt	nt	0	i
CC(C)(O)/C=C/C(=O)C(C)(O)C1C(O)CC2(C)C3CC=C4C(C=C(O)C(=O)C4(C)C)C3(C)C(=O)CC12C (stereo not given)	nt	nt	4	i
CNC1(c2ccccc2Cl)CCCCC1=O (stereo not given)	nt	nt	-8	i
CC(=O)OC[C@]12CCC(C)=C[C@H]1O[C@@H]1[C@H](O)[C@@H](OC(C)=O)[C@@]2(C)[C@]12CO2	1	-5	-10	i
COC(=O)C1=C(c2ccc(F)cc2F)C[C@@H]2CC[C@H]1N2C(=O)NCCOc1ccc(OC)cc1	-1	4	11	i
COC(=O)C1=C(c2ccc3ccccc3c2)C[C@@H]2CC[C@H]1N2C(=O)NC1CC1	-3	6	-4	i
CN(C)C(=O)Oc1cc(OC(=O)N(C)C)cc(C(O)CNC(C)(C)C)c1 (stereo not given)	2&2	2&5	1&0	i
COC(=O)C1=C(c2ccc3ccccc3c2)C[C@@H]2CC[C@H]1N2C(=O)NCc1ccc(C(F)(F)F)cc1	-2	7	5	i
COc1ccc2c(c1)c(C(=O)CN1CCN(C)CC1)c(C)n2Cc1ccccc1	-2	0	4	i
CC(C)(C)c1o[nH]c(=O)c1CC(N)C(=O)O (stereo not given)	-3	1	6	i
COC(=O)C1=C(c2ccccc2OCc2ccccc2)C[C@@H]2CC[C@H]1N2C(=O)NCc1ccc([N+](=O)[O-])cc1	-1	7	3	i
COC(=O)C1=C(c2ccc(-c3ccccc3)c(F)c2)C[C@@H]2CC[C@H]1N2C(=O)NCc1ccc(F)cc1	-3	?	1	i
COC(=O)C1=C(c2ccc(F)cc2F)C[C@@H]2CC[C@H]1N2C(=O)N1CCCCC1	-2	4	1	i
COCCNC(=O)N1[C@H]2CC[C@@H]1C(C(=O)OC)=C(c1ccc(-c3ccccc3)c(F)c1)C2	-4	4	-2	i
CC(=O)O[C@@H]1CC[C@]2(C)C3CC[C@@]4(C)C(C[C@@H](O)[C@@H]4O)C3[C@@H](OC(C)=O)C[C@H]2C1 (stereo not given in full)	-1	-1	-1	i
COC(=O)C1=C(c2ccc(OC)c(OC)c2)C[C@@H]2CC[C@H]1N2C(=O)NCc1ccc(F)cc1	-1	-2	-21	i
CCOC(=O)C1(c2ccccc2)CCN(CCC(=O)Nc2ccc(F)cc2)CC1	-7	3	-2	i
COC(=O)C1=C(c2ccc(-c3ccccc3)c(F)c2)C[C@@H]2CC[C@H]1N2C(=O)NCCNC(C)=O	0	1	1	i
CCCNC(=O)N1[C@H]2CC[C@@H]1C(C(=O)OC)=C(c1ccc(C(C)=O)cc1)C2	-2	-4	4	i
COCCNC(=O)N1[C@H]2CC[C@@H]1C(C(=O)OC)=C(c1cccc(C#N)c1)C2	0	-3	10	i
COC(=O)C1=C(c2ccc(C(C)=O)cc2)C[C@@H]2CC[C@H]1N2C(=O)NCC1CC1	1	8	-10	i
COCCNC(=O)N1[C@H]2CC[C@@H]1C(C(=O)OC)=C(c1ccc(OC)c(OC)c1)C2	-4	5	3	i
C[C@]12CCC3C(CC[C@H]4C[C@@H](O)CC[C@]34C)C1C/C(=N/O)[C@@H]2O (stereo not given in full)	-4	-3	-6	i
COC(=O)C1=C(c2ccc(F)cc2OCc2ccccc2)C[C@@H]2CC[C@H]1N2C(=O)N1CCC(O)(c2ccc(Cl)cc2)CC1	-1	16	3	i
C=C[C@@H]1C2=CCOC(=O)C2=CO[C@H]1O[C@@H]1O[C@H](CO)[C@@H](O)[C@H](O)[C@H]1O	-1	8	0	i
COC(=O)C1=C(c2ccc(F)cc2OCc2ccccc2)C[C@@H]2CC[C@H]1N2C(=O)NCCCOC(C)C	4	4	7	i
COC(=O)C1=C(c2cccc(OCc3ccccc3)c2)C[C@@H]2CC[C@H]1N2C(=O)NCCOc1ccccc1Cl	-3	-4	9	i
Nc1cc(Cl)c2nonc2c1[N+](=O)[O-]	7	1	1	i
COC(=O)C1=C(c2ccc(F)cc2F)C[C@@H]2CC[C@H]1N2C(=O)NCc1ccco1	-2	-2	-3	i

# Three compounds already listed, arranged by heavy-atom count, ascending.
smiles	GSK3 alpha inh	HDAC3 inhib	Dyrk1A ADPGlo	KCNK3 inh
O=C(O)CCCOc1ccc(Cl)cc1Cl	nt	nt	10	i
CC12CCC3c4ccc(OC(=O)N(CCCl)CCCl)cc4CCC3C1CCC2O (stereo not given)	nt	nt	4	i
COC(=O)C1=C(c2ccc(F)cc2F)C[C@@H]2CC[C@H]1N2C(=O)NCCOc1ccc(OC)cc1	-1	4	11	i

# New compounds follow.
smiles	GSK3 alpha inh	HDAC3 inhib	Dyrk1A ADPGlo	KCNK3 inh
Cc1[nH]c2ccc(O)cc2c1CCN	0	-2	8	i
COC(=O)C1=C(c2ccc(OC(F)(F)F)cc2)C[C@@H]2CC[C@H]1N2C(=O)NCc1cccc2ccccc12	-3	5	-16	i
COC(=O)C1=C(c2ccc(F)cc2OCc2ccccc2)C[C@@H]2CC[C@H]1N2C(=O)NCc1ccccc1C(F)(F)F	-2	-9	3	i
C[C@]12CCC3C(CC[C@H]4C[C@@H](O)[C@H](O)C[C@]34C)C1CC[C@@H]2O (stereo not given in full)	-1	2	-2	i
COC(=O)C1=C(c2ccc(OC(F)(F)F)cc2)C[C@@H]2CC[C@H]1N2C(=O)NC1Cc2ccccc2C1	-4	14	7	i
CN1C(CC(O)c2ccccc2)CCCC1CC(O)c1ccccc1 (stereo not given)	-2	-8	-1	i

# Rewritten with each value named: three of the compounds above
> COC(=O)C1=C(c2ccc(F)cc2OCc2ccccc2)C[C@@H]2CC[C@H]1N2C(=O)NCc1ccccc1C(F)(F)F
  GSK3 alpha inh: -2
  HDAC3 inhib: -9
  Dyrk1A ADPGlo: 3
  KCNK3 inh: i

> C[C@]12CCC3C(CC[C@H]4C[C@@H](O)[C@H](O)C[C@]34C)C1CC[C@@H]2O (stereo not given in full)
  GSK3 alpha inh: -1
  HDAC3 inhib: 2
  Dyrk1A ADPGlo: -2
  KCNK3 inh: i

> COC(=O)C1=C(c2ccc(OC(F)(F)F)cc2)C[C@@H]2CC[C@H]1N2C(=O)NC1Cc2ccccc2C1
  GSK3 alpha inh: -4
  HDAC3 inhib: 14
  Dyrk1A ADPGlo: 7
  KCNK3 inh: i
